Bioassay records as filed in PubChem.
TrxR1 substrate = substrates of rat thioredoxin reductase 1; purified TrxR1 substrate turnover, NADPH consumption readout; O89049; 390,000 tested, 0.01% active; Potency, µM (titrated, usually from 114 µM), for the others: at the highest dose activity change, negative = substrate turnover; note: potency is the fitted concentration of half-maximal effect; % is set by controls: 0 for no effect and ±100 for the full control effect; nearly all actives have a fitted effect of over 50% in size
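Rat TrxR1, dispensed at 90 nM, was prereduced with 400 uM NADPH (final) for 5 min at ~22 deg C, then incubated with compound 15 min before 400 uM selenite. A first-read NADPH fluorescence drop versus no-compound background flagged substrates.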
PI4K2A inh = inhibitors of human PI4K2A; Q9BTU6; purified PI4K2A, ADP-Glo luminescence, 1 h; hits give low values; activity change, negative = inhibition, % at 76.9 µM; 420,000 tested, 0.13% active; in the data active = activity change below about -50%; inconclusive = mostly about -30% to -49%;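 note: -100% = wells without enzyme as full effect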
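ADP-Glo luminescence measured ADP generated by PI4K2A enzyme (4 ug/mL before mixing) with 1.2 mM PI substrate (pre-mix) and 300 microM ATP (pre-mix). Tris pH7.5 buffer with MgCl2, Triton X-100; 1 h reaction at ambient temperature.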
mIDH1 inhibitor = blocks human mutant IDH1 R132H enzyme | O75874 | IDH1-R132H enzyme, NADPH consumption, diaphorase/resazurin fluorescence | Potency, µM (doses to about 76.6 µM), without a hit: at the top dose activity change, negative = inhibition, usual class: inhibitors | 390,000 tested, 0.093% active; note: potency is the fitted concentration of half-maximal effect; % is set by controls: 0 for no effect and ±100 for the full control effect; nearly all actives have a fitted effect of over 65% in size
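IDH1-R132H (0.5 ug/mL) preincubated 30 min with compound, then NADPH (0.016 mM) and alpha-KG (2 mM) added; 80 min at RT, pH 7.5. Remaining NADPH coupled via diaphorase/resazurin to fluorescence (540/590 nm); concentration-response curves normalized to no-enzyme control.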
PGK inhibitor = T. brucei PGK inhibition; AID 602233; PGK/GAPDH coupled, Kinase-Glo luminescence, 60 min; 380,000 tested, 0.043% active; Potency, µM (titrated, usually from 57.5 µM), for inactives: at the highest dose activity change, negative = inhibition, most hits filed as inhibitors; P07378; note: potency is the fitted concentration of half-maximal effect; % is set by controls: 0 for no effect and ±100 for the full control effect; nearly all actives have a fitted effect of over 60% in size
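Luminescent ATP detection (Kinase-Glo Plus) follows a 60-minute room-temperature incubation, with wells lacking PGK as controls. Buffer: 100 mM TEA (pH 7.6), 5 mM MgCl2, 0.01% Tween-20. Coupling enzyme GAPDH (100 nM final) supplies unstable 1,3-BPG in-well.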
rTrxR1 inhibitor = blocks rat thioredoxin reductase 1; recombinant rTrxR1, NADPH fluorescence consumption, selenite substrate; 390,000 tested, 1% active; Potency, µM (doses to about 114 µM), for inactives: at the top dose activity change, negative = inhibition, actives largely listed as inhibitors; O89049; note: potency is the fitted concentration of half-maximal effect; % is set by controls: 0 for no effect and ±100 for the full control effect; nearly all actives have a fitted effect of over 65% in size
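Rat TrxR1 (90 nM in the dispensed reagent) was pre-reduced with 400 uM NADPH for 5 min at room temperature, then incubated with compound for 15 min. After 400 uM selenite was added, NADPH fluorescence (Ex 340/Em 450 nm) was followed for 8 min.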
USP1 inh = USP1/UAF1 (human) deubiquitinase inhibition; AID 743255; 390,000 tested, 0.23% active; O94782; Potency, µM (titrated, usually from 57.1 µM), without a hit: top-dose activity change, negative = inhibition, actives largely listed as inhibitors; recombinant USP1/UAF1, Ub-Rhodamine cleavage fluorescence; note: potency is the fitted concentration of half-maximal effect; % is set by controls: 0 for no effect and ±100 for the full control effect; nearly all actives have a fitted effect of over 60% in size; inactives centre near -12
Target sequence (O94782 whole entry, looked up): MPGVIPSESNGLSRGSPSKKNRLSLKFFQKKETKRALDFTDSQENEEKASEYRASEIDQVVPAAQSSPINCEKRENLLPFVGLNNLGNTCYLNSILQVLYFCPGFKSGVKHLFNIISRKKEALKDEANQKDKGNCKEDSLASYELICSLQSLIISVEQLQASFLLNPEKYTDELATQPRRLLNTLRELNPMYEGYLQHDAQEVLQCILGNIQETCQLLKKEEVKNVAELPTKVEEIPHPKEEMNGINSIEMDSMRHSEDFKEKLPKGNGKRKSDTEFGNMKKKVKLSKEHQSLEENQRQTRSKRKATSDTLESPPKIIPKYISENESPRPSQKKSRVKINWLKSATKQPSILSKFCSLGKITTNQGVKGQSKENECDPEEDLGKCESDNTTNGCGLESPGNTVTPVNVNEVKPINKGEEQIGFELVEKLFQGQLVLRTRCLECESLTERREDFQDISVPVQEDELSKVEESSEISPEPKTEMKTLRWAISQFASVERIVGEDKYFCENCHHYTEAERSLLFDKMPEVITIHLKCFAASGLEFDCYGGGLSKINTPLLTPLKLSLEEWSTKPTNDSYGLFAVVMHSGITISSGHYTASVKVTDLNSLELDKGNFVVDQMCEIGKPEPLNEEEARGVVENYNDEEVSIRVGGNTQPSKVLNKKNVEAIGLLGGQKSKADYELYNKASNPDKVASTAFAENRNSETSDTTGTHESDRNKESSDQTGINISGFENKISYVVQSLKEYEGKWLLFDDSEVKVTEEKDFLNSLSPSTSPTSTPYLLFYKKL
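USP1/UAF1 complex (1 nM) preincubated 15 min at room temperature with compound, then Ub-Rho substrate (150 nM final) added. Kinetic fluorescence at 480/540 nm over 6 reads at 60 s intervals; 50 mM HEPES pH 7.8, 0.5 mM EDTA, 0.1 mg/ml BSA, 1 mM TCEP, 0.01% Tween-20.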
Pin1 inhibitor = inhibitors of human Pin1 | Pin1 FP peptide displacement, HiFluor488, 10 min | Potency, µM (series often up to 115 µM), for the others: at the top dose activity, negative = inhibition, hits mostly inhibitors | 390,000 tested, 0.009% active; active = well fitted inhibition curve with a large enough effect in the polarisation, with a control signal flat, not every such curve was filed as active; inconclusive = small, poorly fitted or top-dose-only effect, or effect the other way, or a change in a side signal; inactive = no such curve, though single readings can be large or run the other way; the % refers to the polarisation; note: potency is the fitted concentration of half-maximal effect; % is set by controls: 0 for no effect and ±100 for the full control effect
Target sequence (Q13526 whole entry, looked up): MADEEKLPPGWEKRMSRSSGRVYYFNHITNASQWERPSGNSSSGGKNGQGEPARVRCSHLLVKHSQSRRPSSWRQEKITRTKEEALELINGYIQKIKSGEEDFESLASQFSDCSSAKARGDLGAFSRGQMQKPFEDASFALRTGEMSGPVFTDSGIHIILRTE
HP1b binding inh = inhibitors of HP1-beta chromodomain binding to methylated histone tails; P83916; AlphaScreen HP1-beta / biotin-H3K9me3 peptide binding; Potency, µM (top dose mostly 114 µM), for inactives: top-dose activity change, negative = inhibition, usual class: inhibitors; 390,000 tested, 0.56% active; AID 540317; note: potency is the fitted concentration of half-maximal effect; nearly all actives have a fitted effect of over 70% in size; inactives centre near 23
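HP1-beta protein (50 nM final) preincubated 30 min at room temperature with biotinylated H3(1-18)K9me3 peptide (50 nM) in PBS pH 7.4, 0.01% Tween-20, then compound added for 30 min. AlphaScreen streptavidin donor/nickel chelate acceptor beads (10 ug/mL final), 30 min dark, luminescence read.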
GLS inh = glutaminase GLS (human) inhibition; Potency, µM (top dose mostly 45.5 µM), for the others: at the highest dose activity change, negative = inhibition, usual class: inhibitors; GLS enzymatic activity, qHTS titration; O94925; 410,000 tested, 0.21% active; note: potency is the fitted concentration of half-maximal effect; % is set by controls: 0 for no effect and ±100 for the full control effect
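Human kidney-isoform GLS in 45 mM KH2PO4 pH 8.2, 0.02% Tween-20, with compound, started with 1mM L-Glutamine (added stock). Glutamate oxidase/HRP/Amplex red coupled fluorescence read at start and after 30 min at RT.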
* hit, by the source's call; i = inactive; ? = inconclusive; nt = not tested or not shown; [ ] = dose if it differs, or a comment. Unless noted, calls come from the whole dose curve; as a rule, active = well fitted curve in the direction sought with a large enough effect; inconclusive = small, poorly fitted or top-dose-only effect, or another doubt; inactive = no such curve, though single readings can be large; an effect the other way counts as inactive or inconclusive.

item	SMILES	TrxR1 substrate	PI4K2A inh	mIDH1 inhibitor	PGK inhibitor	rTrxR1 inhibitor	USP1 inh	Pin1 inhibitor	HP1b binding inh	GLS inh
1	Cc1cc(=O)oc2cc(OCC(=O)OCC(=O)NC3CC3)ccc12	40%	-1	2%	-6%	23%[57.1 µM]	-16%	-1%	28%	2%
2	CC1(C)CC(=O)C=C(c2n[nH]nc2C2CC2)C1	nt	-2	-7%	i	nt	-15%	nt	nt	-4%
3	CCc1nn(CC(=O)N2CCCCC2)c(=O)c2cc3sc(C)cc3n12	2%	2	nt	nt	21%	-4%	-8%	20%	-15%
4	O=C(Nc1ccon1)c1nc[nH]c1C(=O)N1CCN(c2ccccc2)CC1	6%[57.1 µM]	-1	25%	-7%	13%	-16%	0%	50%[activator]	29%
5	Cc1ccc(/C=C/C(=O)Nc2ccccc2C(N)=O)cc1	19%	-5	5%	-8%	-20%	-17%	14%	31%[activator]	-3%
6	CSc1ccccc1OCc1cc(C(=O)NCCn2ccnc2C)no1	-4%	-2	5%	8%	-2%	-17%	4%	22%	1%
7	NS(=O)(=O)c1ccc(NC(=O)COC(=O)C2(c3ccc(F)cc3)CCCC2)cc1	-18%	5	7%	-6%	-12%	0%	-4%	18%	8%
8	CCCOc1ccccc1/C=N/NC(=O)C1CC1	2%	-3	2%	-4%	15%	-21%	0%	27%	-4%
9	Cn1nnc2cc(C(=O)Nc3ccccc3F)ccc21	-2%	-2	0%	-8%	14%	-11%	0%	-8%	0%
10	Cc1ccc(-c2cc(C(=O)NCc3ccccn3)c3ccccc3n2)cc1	65%[activator]	-4	-3%	0%	4%	-7%	6%	25%	3%
11	CN(C)C1=NCCN1CCCC1CCCCC1	8%	-1	-16%	-10%	13%[57.1 µM]	-3%	-11%	46%[activator]	-2%
12	CC(=O)c1ccc(NS(=O)(=O)c2ccc3ccccc3c2)cc1	3%	-4	-1%	i	4%	-20%	-3%	-6%	13%
13	CNCCCC1Sc2ccccc2Oc2ccccc21 (centres undefined)	-10%	6	4%	i	-19%	-2%	-7%	-34%	-16%
14	CCOc1ccc(Cc2n[nH]c(=S)n2N)cc1	10%[57.1 µM]	-1	-1%	3%	-5%[57.1 µM]	-20%	2%	?	9%
15	Fc1ccc(CO/N=C/C2=C(Cl)c3ccccc3CC2)cc1	10%[57.1 µM]	4	4%	-3%	35%[57.1 µM]	-14%	-2%	nt	5%

Entries listed so far with an NH in an aromatic ring:
item	SMILES	TrxR1 substrate	PI4K2A inh	mIDH1 inhibitor	PGK inhibitor	rTrxR1 inhibitor	USP1 inh	Pin1 inhibitor	HP1b binding inh	GLS inh
2	CC1(C)CC(=O)C=C(c2n[nH]nc2C2CC2)C1	nt	-2	-7%	i	nt	-15%	nt	nt	-4%
4	O=C(Nc1ccon1)c1nc[nH]c1C(=O)N1CCN(c2ccccc2)CC1	6%[57.1 µM]	-1	25%	-7%	13%	-16%	0%	50%[activator]	29%
14	CCOc1ccc(Cc2n[nH]c(=S)n2N)cc1	10%[57.1 µM]	-1	-1%	3%	-5%[57.1 µM]	-20%	2%	?	9%

(further entries)
item	SMILES	TrxR1 substrate	PI4K2A inh	mIDH1 inhibitor	PGK inhibitor	rTrxR1 inhibitor	USP1 inh	Pin1 inhibitor	HP1b binding inh	GLS inh
16	N#Cc1ccccc1Cn1cc(/C=C/[N+](=O)[O-])c2ccccc21	0%[57.1 µM]	5	28µM*	-4%	?	?	?	7%	12%
17	O=C1Nc2cc(C(=O)N3CCOCC3)ccc2S/C1=C/c1ccccc1F	nt	-5	-11%	10%	nt	-11%	nt	nt	2%
18	O=c1c2c3c(sc2nc2n1CCC2)CCCC3	1%[57.1 µM]	5	8%	-9%	28%[57.1 µM]	-19%	-2%	35%	-1%
19	COc1ccc(C2(C)C(C#N)C(=O)NC(=O)C2C#N)cc1 (centres undefined)	11%[57.1 µM]	8	4%	-1%	-5%[11.4 µM]	-13%	-9%	18%	17%
20	COC(C[C@@H](O)CC(=O)[C@H](C)OCc1ccccc1)OC	-7%[57.1 µM]	0	7%	0%	8%[57.1 µM]	-24%	2%	39%[activator]	-4%
21	CCc1ccc(-n2c(=O)c3ccccc3n3c(=S)[nH]nc23)cc1	4%	-2	1%	nt	7%	-6%	-1%	4%	-23%
22	CCOc1ccc(NC(=O)C2CCN(c3nnnn3-c3ccccc3)CC2)cc1	0%	3	-5%	6%	8%	-20%	-1%	15%	9%
23	O=C(CSc1nc2c([nH]c3ccccc32)c(=O)n1-c1ccccc1)N1CCCC1	2%[57.1 µM]	1	-2%	i	27%[57.1 µM]	-4%	0%	13%[57 µM]	-30%
24	CCN(C(=O)c1c(OC)cccc1OC)c1nnc(-c2cccnc2)s1	2%	-1	-4%	-1%	13%	-6%	3%	-12%	?
25	CCC1CCCCN1C(=O)c1sc(-n2nc(C)c(Cc3ccccc3)c2C)nc1C (centres undefined)	-9%	2	-8%	-8%	20%	-10%	-3%	29%	-13%
26	CCOC(=O)C1CCCN(CCC(=O)Nc2ccccc2C)C1 (centres undefined)	0%	-3	-1%	i	23%	-8%	-7%	32%	0%
27	COc1ccc(NC2CCCN(C(=O)C3(C)CCCCC3)C2)cc1 (centres undefined)	-2%	-1	-3%	5%	8%	-17%	1%	-13%	16%
28	CCCCn1nc2cc(C(=O)NCC34CC5CC(CC(C5)C3)C4)ccc2c1OCC	15%	-2	4%	-3%	-7%	?	?	18%	2%
29	CCCn1nc(C(=O)NNC(=O)c2ccc(C)c(C)c2)c2ccccc2c1=O	13%[57.1 µM]	0	7%	-2%	16%[57.1 µM]	-18%	3%	26%	7%
30	COc1cc(C(=S)N2CCCC2)ccc1OCC(N)=O	-10%	-1	-5%	-1%	12%[57.1 µM]	-7%	0%	43%	5%

The results go on.
Values in the order: TrxR1 substrate, PI4K2A inh, mIDH1 inhibitor, PGK inhibitor, rTrxR1 inhibitor, USP1 inh, Pin1 inhibitor, HP1b binding inh, GLS inh
31) CC(=O)Nc1ccc2nc3c(=O)n(C)c(=O)n(C)c3nc2c1
→ 9%[57.1 µM], -10, -3%, -10%, -9%[57.1 µM], -8%, ?, -9%, 105%[activator]
32) CCc1nc(C)ccc1OCC(=O)O
→ 6%[57.1 µM], 2, 0%, 1%, 18%[57.1 µM], -11%, 1%, 17%, -3%
33) Cc1ccc(S(=O)(=O)N[C@@H](Cc2ccccc2)C(=O)N2CCC(C(=O)N[C@@H](CCC(N)=O)C(=O)O)CC2)cc1
→ -5%[57.1 µM], 8, -1%, -8%, -6%[57.1 µM], -15%, -8%, 16%, -4%
34) COc1cc(C(=O)NCCCN2CCCC2=O)ccc1OCc1ccc(Cl)cc1Cl
→ 3%, -1, 5%, 3%, 8%, ?, 3%, 11%, 4%
35) O=C(O)c1sccc1S(=O)(=O)c1ccccc1
→ -8%[57.1 µM], -14, 2%, i, 3%[57.1 µM], -20%, -4%, 34%[activator], 2%
36) O=C(O)c1cccnc1SC1CC(=O)N(c2ccc(OC(F)F)cc2)C1=O (centres undefined)
→ 5%, -12, 10%, -6%, 9%, -4%, -4%, 22%, 3%
37) O=C(CSc1nc2ncccc2o1)Nc1ccc(Cl)cc1F
→ -2%[57.1 µM], 2, 34%[activator], -4%, 8%[57.1 µM], -11%, 2%, 14%, -2%
38) O=C(NCc1ccco1)C1CCCN(S(=O)(=O)c2ccccc2)C1 (centres undefined)
→ 8%, -3, 4%, -1%, 12%, -17%, -11%, 10%, 1%
39) Cc1ccc(-n2nc(CO)c(C(=O)NCCCCc3ccccc3)n2)cc1
→ 2%, -2, 14%, i, 26%, -12%, -3%, 50%[activator], -3%
40) COc1ccc(-n2nc(C(=O)NCC(=O)NCCCN3CCCCCC3)c3ccccc3c2=O)cc1Cl
→ 4%, -5, 10%, -8%, -16%, -28%, 28%, 26%, -17%
41) COc1cccc(C(=O)Nc2ccc3ccccc3c2)c1
→ -4%, -7, 8%, -7%, 10%[57.1 µM], -10%, 2%, 67%[activator], -5%
42) COc1cccc(NC(=O)COc2cccnc2[N+](=O)[O-])c1
→ -6%[2.29 µM], 0, 0%, -5%, -6%[2.29 µM], 6%, -12%, 12%[57 µM], 1%
43) Cc1c(C)n(Cc2ccccc2)c2ccc(C(=O)NCC(C)c3ccccc3)cc12 (centres undefined)
→ 4%[57.1 µM], 2, -8%, -7%, 21%[57.1 µM], ?, 50%[activator], -6%, -9%

Two of the compounds above, screen by screen.
#41 COc1cccc(C(=O)Nc2ccc3ccccc3c2)c1
#40 COc1ccc(-n2nc(C(=O)NCC(=O)NCCCN3CCCCCC3)c3ccccc3c2=O)cc1Cl
Assay by compound	41	40
TrxR1 substrate	-4%	4%
PI4K2A inh	-7	-5
mIDH1 inhibitor	8%	10%
PGK inhibitor	-7%	-8%
rTrxR1 inhibitor	10%[57.1 µM]	-16%
USP1 inh	-10%	-28%
Pin1 inhibitor	2%	28%
HP1b binding inh	67%[activator]	26%
GLS inh	-5%	-17%

Some of the compounds tested. The share of hits here may be higher or lower than overall.
